VLA-4 antagonist: inhibitors of LDV-FITC ligand binding to Mn2+-activated human VLA-4 integrin; P13612; Jurkat cells, LDV-FITC binding with Mn2+, flow cytometry; 100% = Mn2+-driven binding gain fully reversed; inhibition, % at 10 µM (by protocol); 0.2% of 24,000 active; AID 529;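 active = inhibition above 50%; inconclusive = compound itself fluorescent, judged against control cell fluorescence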;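 also: 0% = Mn2+ stimulated cells lacking compound and 100% = ligand binding without Mn2+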
Target sequence (P13612 whole entry, looked up): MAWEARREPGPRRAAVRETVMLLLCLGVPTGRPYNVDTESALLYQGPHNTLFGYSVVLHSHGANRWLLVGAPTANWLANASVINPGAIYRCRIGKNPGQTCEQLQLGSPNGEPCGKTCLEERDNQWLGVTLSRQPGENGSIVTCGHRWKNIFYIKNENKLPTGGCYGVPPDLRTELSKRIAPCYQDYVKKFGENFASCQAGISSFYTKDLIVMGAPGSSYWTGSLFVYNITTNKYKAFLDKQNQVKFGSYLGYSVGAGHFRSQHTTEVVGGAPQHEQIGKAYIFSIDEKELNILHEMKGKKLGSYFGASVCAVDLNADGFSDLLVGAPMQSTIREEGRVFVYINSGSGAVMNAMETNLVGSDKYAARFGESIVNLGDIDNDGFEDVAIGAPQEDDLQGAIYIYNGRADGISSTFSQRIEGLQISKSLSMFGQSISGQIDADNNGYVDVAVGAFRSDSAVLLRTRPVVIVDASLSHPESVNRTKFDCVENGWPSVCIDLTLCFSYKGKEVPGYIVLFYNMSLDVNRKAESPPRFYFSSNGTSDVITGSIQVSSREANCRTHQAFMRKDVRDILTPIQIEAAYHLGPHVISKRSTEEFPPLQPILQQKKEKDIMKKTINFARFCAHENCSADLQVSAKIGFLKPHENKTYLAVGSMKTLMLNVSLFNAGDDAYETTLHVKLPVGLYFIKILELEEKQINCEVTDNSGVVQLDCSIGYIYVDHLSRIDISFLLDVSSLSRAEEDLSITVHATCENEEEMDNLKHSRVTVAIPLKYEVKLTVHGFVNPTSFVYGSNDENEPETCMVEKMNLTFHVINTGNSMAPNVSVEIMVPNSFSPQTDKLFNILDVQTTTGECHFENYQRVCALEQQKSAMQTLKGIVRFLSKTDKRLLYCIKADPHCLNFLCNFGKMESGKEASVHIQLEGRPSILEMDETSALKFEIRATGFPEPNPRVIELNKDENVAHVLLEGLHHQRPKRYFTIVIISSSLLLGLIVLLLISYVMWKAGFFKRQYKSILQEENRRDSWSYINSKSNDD
Jurkat autofluor: autofluorescence counter-screen for VLA-4 integrin assays. 0.61% of 24,000 active. fluorescence ratio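 (tested at 10 µM compound in the well)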. Jurkat cells, compound autofluorescence, flow cytometry; active compounds read high; 1 = vehicle-only cell background;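 active = fluorescence ratio above 2.44, which is 1 plus 3 SD of all ratios; inconclusive = signal too bright to measure linearly, ratio around 10 or more; inactive = fluorescence ratio below 2.44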;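 also: green fluorescence of cells measured with 488 nm excitation and 530 nm emission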
LNCaP diff act: LNCaP prostate cell differentiation activation; side scatter shift, % at 10 µM; flow cytometry side scatter, 4 d; 0.56% of 24,000 active; AID 795;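 active = side scatter shift above 30%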;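 also: androgen-responsive LNCaP prostate cancer cells in charcoal-stripped serum medium; percent of cells past a gate set so DMSO wells show 10% shift; higher shift means more granular cells and more differentiation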
VLA-4 allo ag: allosterically activates the human VLA-4 integrin | Jurkat cells, LDV-FITC binding, flow cytometry | activation, % at 10 µM (by protocol) | 24,000 tested, under 10 active;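 active = fluorescent ligand binding to cells raised by more than 40% of the manganese-induced maximum; inconclusive = compound's own fluorescence above 85% of the ligand control signal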;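 also: 0% = ligand binding without compound and 100% = manganese-stimulated maximal binding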
* marks the source's active call; other numbers are inactive results; ? = inconclusive; nt = not tested or not shown.

SMILES | VLA-4 antagonist | Jurkat autofluor | LNCaP diff act | VLA-4 allo ag
CC(C)C(NC(=O)C1CCCCC1)C(=O)NCc1ccccn1 (stereo not drawn) | -16 | 0.99 | 11 | 7
COCC(=O)Nc1ccc(-c2cn3cccnc3n2)cc1 | -10 | 1 | 5 | 3
CCC(=O)N1CCc2cc(S(=O)(=O)NCCN3CCC(C)CC3)ccc21 | -3 | 0.96 | 5 | 5
Cc1ccc2c(c1)N(CCCC(=O)NCCC1=CCCCC1)C(=O)CO2 | -47 | 1 | 2 | 7
COC(=O)CSC1=NS(=O)(=O)c2ccccc21 | -24 | 1.1 | 11 | 4
O=S(=O)(c1cnc[nH]1)N1CCCCCC1 | 7 | 1 | 9 | 2
CCS(=O)(=O)NC(C)C(c1cccs1)N1CCN(C)CC1 (stereo not drawn) | ? | 1.3 | 17 | ?
Cc1[nH]n(C(N)=S)c(=O)c1C(c1ccccc1)C(C#N)C#N (stereo not drawn) | -8 | 1.1 | 10 | 0
CCS(=O)(=O)N1CCC(C(=O)NC2CCCCCCC2)CC1 | -14 | 1.1 | 11 | 6
Cn1c(=O)oc2cc(S(=O)(=O)N3CCCC(C(=O)NCc4cccs4)C3)ccc21 (stereo not drawn) | -10 | 1 | 8 | 1
COc1ccccc1OCC(O)CN1C(=O)NC(C)(C)C1=O (stereo not drawn) | -1 | 1 | 3 | -1
CCCCn1nnc(NC(=O)c2cc3ccccc3o2)n1 | ? | 1.2 | 3 | ?
CC(=O)NC(CCS(C)(=O)=O)C(=O)Nc1nccs1 (stereo not drawn) | -7 | 0.97 | 16 | 3
COc1cccc(C(=O)Nc2c3c(nn2-c2cccc(C)c2C)CS(=O)(=O)C3)c1OC | 10 | 1.1 | 8 | -3
CC(C(=O)Nc1ccc(C(=O)O)cc1)N1C(=O)c2ccccc2C1=O (stereo not drawn) | -31 | 0.91 | 12 | 7
O=C(NCc1cccs1)C1CCCN(c2ncccn2)C1 (stereo not drawn) | -6 | 1 | 10 | -2
CCCCCc1nc2c(=O)[nH]c3ccccc3c2o1 | ? | 1.2 | 3 | ?
CCCS(=O)(=O)N1CCC(C(=O)NCCN2CCCC2)CC1 | -25 | 1 | 4 | 4
COc1ccc(NC(=O)c2oc3ccccc3c2NC(=O)C(C)(C)C)cc1 | 13 | 1.1 | 11 | 3
CCOC(=O)c1[nH]c(C)c(C(=O)NCc2cccnc2)c1C | ? | 0.9 | 3 | ?
COc1ccc(CC(=O)OCn2nnc3ccccc3c2=O)cc1 | -9 | 1 | 7 | 2
Cc1noc(C)c1S(=O)(=O)NCCN1CCN(c2ccccc2)CC1 | -4 | 0.98 | 5 | 0
COc1ccccc1N1CCN(C(=O)c2cc(-c3ccc(Cl)c(Cl)c3)on2)CC1 | 1 | 1 | 15 | 1
Oc1[nH]c2ccccc2c1C=Nc1ccc2c(c1)OCCO2 | ? | 1.1 | 10 | ?
CC(=O)Nc1cc(NC(C)=O)cc(C(=O)OCC(=O)N2CC(C)OC(C)C2)c1 (stereo not drawn) | -15 | 0.96 | 9 | 2

Next section:
SMILES | VLA-4 antagonist | Jurkat autofluor | LNCaP diff act | VLA-4 allo ag
CCOC(=O)CNC(=O)CSc1ncnc2c1cnn2-c1ccccc1 | -8 | 1.1 | 5 | 4
C/C(N)=C(\C#N)C(=O)NCCc1ccccn1 | -17 | 1 | 16 | 2
Cc1cccc(-n2nnc(C(=O)Nc3ccc(F)cc3)c2N)c1 | ? | 1.2 | 4 | ?
CC1CCCCC1NS(=O)(=O)c1ccc(S(=O)(=O)N2CCN(CCC#N)CC2)cc1 (stereo not drawn) | -28 | 1 | 4 | 2
Cc1cccc(NC(=O)CSc2nnc(-c3cc(C)n(-c4ccccc4)c3C)o2)c1C | 13 | 1.1 | 5 | -8
CC(C)(C)Nc1nc(NC(C)(C)C)nc(-n2ccnc2)n1 | -3 | 0.97 | 2 | -5
CCOC(=O)CC(Nc1nc(N2CCOCC2)nc(N2CCOCC2)n1)c1ccccc1Cl (stereo not drawn) | 30 | 1.1 | 3 | 1
COc1ccc(C(NC(=O)c2ccco2)c2ccc(OC)c(OC)c2)cc1 (stereo not drawn) | -8 | 1 | 9 | 0
O=C(Nc1nccs1)C1(S(=O)(=O)c2ccc(Cl)cc2)CC1 | 28 | 0.98 | 2 | 3
O=C(NC1CCCCC1NC(=O)c1ccco1)c1ccco1 (stereo not drawn) | 5 | 1 | 16 | 0
CCOC(=O)N1CCN(C(=O)c2ccc3c(=O)n(CCOC)c(=O)[nH]c3c2)CC1 | -16 | 1 | 1 | 3
Cc1oc2c(CN3CCCC3)c(O)ccc2c(=O)c1-c1ccccc1 | -16 | 0.99 | 12 | 5
O=C(c1scc2c1CCCC2)N1CCOCC1 | 5 | 0.94 | 13 | 1
c1cnc2c(SCc3ccc(-c4nnco4)cc3)cccc2c1 | 23 | 1.1 | 10 | -13
CC1Cc2ccccc2N1S(=O)(=O)c1cccc(C(=O)OCC(=O)NC2CCS(=O)(=O)C2)c1 (stereo not drawn) | -6 | 0.96 | 8 | -3
COc1cc(NC(=O)CN(c2ccc(C)cc2)S(=O)(=O)c2c(C)n[nH]c2C)cc(OC)c1 | 30 | 1 | 2 | -12
Cc1ccc(NC(=O)CSc2nnc(-c3ccccn3)n2C)cc1 | -10 | 1 | 4 | 7
O=C(CCNS(=O)(=O)c1ccc(Cl)cc1)NCc1ccccn1 | -4 | 1 | 6 | -3
O=C(NCC(c1cccnc1)N1CCN(c2ccc(F)cc2)CC1)c1ccccc1 (stereo not drawn) | 1 | 1 | 6 | 2
COc1ccc(NC(=O)Nc2ccc3c(c2)N(C)C(=O)CS3)cc1OC | 2 | 1.1 | 6 | 5
CC(=O)c1ccccc1OCCn1nnc(-c2ccc(C)cc2)n1 | 9 | 1 | 6 | -10
CCOC(=O)c1c(C)c(C(=O)NCc2ccc3c(c2)OCO3)c(C)n1CC | -25 | 1.1 | 5 | -2
CCCCOc1ccccc1C(=O)NCCCC(=O)O | 6 | 0.96 | 11 | 0
O=C(CN1CCN(Cc2ccccc2Cl)C1=O)NCC1CCCO1 (stereo not drawn) | -9 | 1 | 6 | 6
CC(=O)NC(CCS(C)(=O)=O)C(=O)Nc1ccccc1Cl (stereo not drawn) | 4 | 1 | 18 | 8

Retrieved by structure from the entries so far, 4 records:
SMILES | VLA-4 antagonist | Jurkat autofluor | LNCaP diff act | VLA-4 allo ag
O=C(Nc1nccs1)C1(S(=O)(=O)c2ccc(Cl)cc2)CC1 | 28 | 0.98 | 2 | 3
CC(C)(C)Nc1nc(NC(C)(C)C)nc(-n2ccnc2)n1 | -3 | 0.97 | 2 | -5
O=C(NC1CCCCC1NC(=O)c1ccco1)c1ccco1 (stereo not drawn) | 5 | 1 | 16 | 0
O=C(CN1CCN(Cc2ccccc2Cl)C1=O)NCC1CCCO1 (stereo not drawn) | -9 | 1 | 6 | 6

Carrying on.
SMILES | VLA-4 antagonist | Jurkat autofluor | LNCaP diff act | VLA-4 allo ag
CCCN1C(=O)CC(c2ccco2)Sc2ccccc21 (stereo not drawn) | 1 | 1.1 | 13 | -3
CCOC(=O)C1=C(C)N(CCO)C(=O)NC1c1cccc(O)c1 (stereo not drawn) | -2 | 1 | 9 | 6
O=C(CSc1ccc(-c2ccccc2)nn1)N1CCOCC1 | -3 | 0.97 | 6 | 1
CCOC(=O)C1CCN(C(=O)CS(=O)Cc2nc(-c3ccc(C)cc3)oc2C)CC1 (stereo not drawn) | 4 | 1 | 9 | 4
CC1(C(=O)NC2CCCCC2)CCC(=O)N1Cc1cccs1 (stereo not drawn) | 4 | 1 | 4 | -4
O=C(c1ccc(-c2ccccc2)cc1)N1CCN(c2nc3ccccc3o2)CC1 | 2 | 0.91 | 12 | -2
Clc1ccc2[nH]c3c(N4CCC5(CC4)OCCO5)ncnc3c2c1 | 7 | 1 | nt | 6
C=CCN1C(=O)CSc2ccc(C(=O)NCc3ccco3)cc21 | 10 | 0.98 | 5 | 4
COC(=O)NCC(c1cccnc1)N1CCOCC1 (stereo not drawn) | 11 | 1 | 5 | -6
O=c1[nH]c2cccnc2n1Cc1ccco1 | -11 | 1 | 8 | 3
CCOC(=O)c1[nH]c(C)c(C(=O)Nc2ccc(F)cc2)c1C | 2 | 1 | 3 | -5
COc1ccc(N(CC(=O)Nc2ccc(C)cn2)S(=O)(=O)c2c(C)nn(C)c2C)cc1 | 0 | 0.95 | 11 | 2
COc1ccccc1N1CCN(C(=O)CCCCn2c(=O)[nH]c3ccsc3c2=O)CC1 | 3 | 1 | 2 | 2
COc1cc(OC)cc(-c2nnc(SCC(=O)N3CCCCC3)o2)c1 | ? | 1 | 6 | ?
CC1CCCC(NC(=O)CN2CCN(Cc3ccc(Cl)cc3)C2=O)C1C (stereo not drawn) | -4 | 0.98 | 7 | 0
Cc1cccc(N(CC(=O)Nc2ccc(CC#N)cc2)S(C)(=O)=O)c1 | 12 | 0.97 | 11 | -2
c1ccc(-c2nnc(CSc3nncs3)o2)cc1 | 2 | 1 | 4 | -3
Cc1nccn1CCCN1C(=O)OC2(CCCCC2)C1(C)O (stereo not drawn) | 4 | 1.1 | 6 | 4
CCOC(=O)N1CCC(N2Cc3cccc(C(=O)NCc4ccc(OC)cc4)c3C2=O)CC1 | 8 | 1.1 | 3 | -10
COc1ccc(-c2noc(-c3cc(Cl)ccc3Cl)n2)cc1OC | -14 | 1.1 | 29 | 4
COc1ccccc1Cn1cnc2cccnc21 | -9 | 1 | 15 | 1
COC(=O)c1cccc(C(=O)Oc2cccc(Br)c2)n1 | -12 | 1 | 7 | -6
Cc1ccc(NC(=O)C2CCCN(S(=O)(=O)c3c(C)noc3C)C2)cc1F (stereo not drawn) | -2 | 1.1 | 5 | -4
CCN1C(=O)c2cccc3c(NC(=O)c4ccc5c(c4)OCCO5)ccc1c23 | -16 | 1.1 | 8 | 5
O=C(O)C1CCCN1C(=O)c1cccs1 (stereo not drawn) | -7 | 1 | 12 | 5

(more compounds)
SMILES | VLA-4 antagonist | Jurkat autofluor | LNCaP diff act | VLA-4 allo ag
COc1ccc2cc3cc(C(=O)NCC4COc5ccccc5O4)oc3nc2c1 (stereo not drawn) | ? | 1.2 | 10 | ?
COc1ccc(-n2c(=O)[nH]cc(C(=O)N3CCc4ccccc43)c2=O)cc1 | -6 | 1 | 10 | 7
COc1ccccc1C(=O)Nc1nc2ccc(S(C)(=O)=O)cc2s1 | -4 | 1 | 6 | -6
CCOC(=O)c1[nH]c2cc(OC)c(OC)cc2c1NC(=O)C(C)N1CCN(Cc2ccccc2)CC1 (stereo not drawn) | -16 | 1.1 | 14 | 4
Cc1nnc(Sc2cc(C(=O)NCc3ccco3)c3ccccc3n2)s1 | -2 | 1.1 | 6 | 1
Cc1nc2ncnn2c(Nc2ccc3c(c2)OCCO3)c1C | -10 | 1.1 | 7 | 0
CCCc1cc(C(=O)NCCc2ccc(OC)c(OC)c2)no1 | -8 | 1 | 1 | 3
C=CCn1c(COc2ccccc2F)nnc1SCC(=O)N1CC(=O)Nc2ccccc21 | -5 | 1 | 3 | 2
Cc1cccc(C2N(c3nccs3)C(=O)C3CCCN32)c1 (stereo not drawn) | 5 | 1.1 | 1 | 2
Cc1cccc2cc(CN(CCN3CCCC3)C(=O)NC3CCCCC3)c(=O)[nH]c12 | -18 | 0.93 | 8 | 4
O=c1c2ccccc2nc(SCc2cccc(F)c2)n1Cc1ccco1 | -7 | 0.98 | 8 | -10
Cc1ncc(CSc2nc3ccccc3[nH]2)c(N)n1 | -6 | 1.1 | 15 | 2
COCCNC(=O)CSc1nc2cc(OC)c(OC)cc2c(=O)n1CCC1=CCCCC1 | 1 | 1.1 | 6 | -2

An excerpt of these results, with values under each structure:
Each structure is followed by: VLA-4 antagonist	Jurkat autofluor	LNCaP diff act	VLA-4 allo ag
COc1ccc(C(NC(=O)c2ccco2)c2ccc(OC)c(OC)c2)cc1 (stereo not drawn)
    -8	1	9	0
O=C(Nc1nccs1)C1(S(=O)(=O)c2ccc(Cl)cc2)CC1
    28	0.98	2	3
O=C(NC1CCCCC1NC(=O)c1ccco1)c1ccco1 (stereo not drawn)
    5	1	16	0
CCOC(=O)N1CCN(C(=O)c2ccc3c(=O)n(CCOC)c(=O)[nH]c3c2)CC1
    -16	1	1	3
Cc1oc2c(CN3CCCC3)c(O)ccc2c(=O)c1-c1ccccc1
    -16	0.99	12	5

Screening data (PubChem BioAssay)

This is a subset, so the mix of outcomes need not match the whole.
